# Screens (PubChem BioAssay)
# CHRM1 PAM: human M1 muscarinic receptor positive allosteric modulators, primary screen, CHO-K1 cells, Fluo-8 calcium fluorescence, 1536-well. CHO-K1 hM1, ACh EC20; 0% = ACh EC20, 100% = maximal ACh. activation, % at 3 µM. 0.088% of 360,000 active; in the data active means activation above about 19%, passing the limit was not always enough
# M1 antag: human M1 muscarinic receptor antagonists, primary screen, CHO-K1 cells, Fluo-8 calcium fluorescence, 1536-well | CHO-K1 hM1, ACh EC80 antagonist | 1.3% of 360,000 active | inhibition, % at 3 µM;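 active means percent inhibition above its own plate's cutoff, namely the mean of that plate's compound wells plus 3 SD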;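 further: peak over basal fluorescence ratio during 140 s after agonist addition; 0% = ACh EC80 plus DMSO and 100% = DMSO alone without agonist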
# M4 antag: human M4 muscarinic receptor antagonists, primary screen, CHO cells, Fluo-8 calcium fluorescence. inhibition, % at 3 µM. CHO-hM4 cells, ACh EC80. Muscarinic acetylcholine receptor M4 (Homo sapiens), P08173. 0.73% of 360,000 active;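 active means inhibition above its plate's cutoff, the mean inhibition of sample wells plus 3 SD, cut at about 27% in these data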;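 further: 0% = acetylcholine EC80 with DMSO and 100% = DMSO without agonist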
# Target sequence (P08173 whole entry, looked up): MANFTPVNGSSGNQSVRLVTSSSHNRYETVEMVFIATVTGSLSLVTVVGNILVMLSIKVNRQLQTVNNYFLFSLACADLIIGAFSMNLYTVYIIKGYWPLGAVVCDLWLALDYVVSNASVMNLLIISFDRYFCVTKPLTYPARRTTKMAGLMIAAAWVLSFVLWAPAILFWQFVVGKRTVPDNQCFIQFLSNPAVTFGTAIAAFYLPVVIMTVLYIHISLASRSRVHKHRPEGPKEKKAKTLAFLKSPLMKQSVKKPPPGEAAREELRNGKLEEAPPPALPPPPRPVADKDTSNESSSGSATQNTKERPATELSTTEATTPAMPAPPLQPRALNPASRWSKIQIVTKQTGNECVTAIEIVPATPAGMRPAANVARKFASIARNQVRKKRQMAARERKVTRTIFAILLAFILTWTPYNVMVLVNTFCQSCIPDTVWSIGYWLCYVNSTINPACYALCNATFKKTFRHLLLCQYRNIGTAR
# M1 ag: human M1 muscarinic receptor agonists, primary screen, Fluo-8 calcium fluorescence, CHO-K1 cells, HTS | Muscarinic acetylcholine receptor M1 (Homo sapiens), P11229 | CHO-K1 hM1, agonist mode; 0% DMSO, 100% acetylcholine EC100 | activation, % at 3 µM | 0.33% of 360,000 active;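 active means activation above the run's mean compound activation plus 3 SD, cut at about 16% in these data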;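 further: peak over basal fluorescence ratio within a 140 s kinetic read after compound addition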
# CHO-K1 Ca antag: nonselective inhibitor or artifact in parental CHO-K1 cells; ATP-induced calcium, Fluo-8 fluorescence; inhibition, % at 3 µM; 0.6% of 360,000 active; AID 602250;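 active means inhibition above a per-plate cutoff, the plate's mean sample inhibition plus 3 SD, cut at about 24% in these data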;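 further: 0% = DMSO plus EC80 ATP and 100% = DMSO alone without ATP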
# M1 ag parental: counter-screen for M1 agonists: effect in parental CHO-K1 cells; Fluo-8 calcium fluorescence; scaled to maximal ATP response, vehicle zero; activation, % at 3 µM; 0.48% of 360,000 active; AID 602248, 2012; in the data active means activation above about 15%;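 further: untransfected CHO-K1 host cells lacking M1 receptor as counterscreen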
# M4 ag: human M4 muscarinic receptor agonists, primary screen, CHO-K1 cells, Fluo-8 calcium fluorescence; Muscarinic acetylcholine receptor M4 (Homo sapiens), P08173; CHO-K1 hM4/Gqi5; vehicle 0%, full acetylcholine response 100%; activation, % at 3 µM; 0.14% of 360,000 active; AID 624127, 2012;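 active means activation above the run mean over all test wells plus 3 SD, cut at about 32% in these data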;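 further: peak over basal fluorescence ratio per well then scaled between controls; 0% = DMSO wells and 100% = acetylcholine at EC100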
# OXTR potentiator: human OXTR potentiators, primary screen, fluorescence, CHO-OTR cells, Fluo-8 calcium; AID 2445, 2010; Fluo-8 calcium fluorescence, potentiator mode; 0% = oxytocin EC15, 100% = EC100; activation, % at 3 µM; 0.061% of 320,000 active; Oxytocin receptor (Homo sapiens), P30559;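 active means activation above that plate's cutoff, the mean activation of tested compounds plus 3 SD, cut at about 6.6% in these data, passing the limit was not always enough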;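 further: 100% uses oxytocin at 75 nM as the full agonist control; some results filed as inactive read as strong as hits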
# Target sequence (P30559 whole entry, looked up): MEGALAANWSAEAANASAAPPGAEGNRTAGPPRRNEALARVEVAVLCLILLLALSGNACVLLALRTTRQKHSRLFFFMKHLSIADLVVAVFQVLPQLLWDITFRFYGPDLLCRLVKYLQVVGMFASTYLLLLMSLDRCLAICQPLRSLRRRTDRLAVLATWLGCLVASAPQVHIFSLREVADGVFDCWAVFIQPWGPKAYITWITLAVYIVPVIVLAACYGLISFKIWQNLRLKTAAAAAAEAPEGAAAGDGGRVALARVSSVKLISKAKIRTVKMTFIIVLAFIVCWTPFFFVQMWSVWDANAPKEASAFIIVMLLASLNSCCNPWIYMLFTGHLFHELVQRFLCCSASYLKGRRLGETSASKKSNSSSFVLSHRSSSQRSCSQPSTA
#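 Assay system: CHO cell line stably expressing human OTR. Reagent: EC15 oxytocin agonist. Dosing: single dose, 3.0 µM nominal final compound concentration. Timing: compound 6 min at room temperature before oxytocin, 100 s read. Signal: kinetic Fluo-8 calcium fluorescence. Controls: oxytocin EC15 low and EC100 high.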
# CHO parental Ca: ATP-evoked calcium signal inhibitors, parental CHO, primary screen, counter-screen for OX1R antagonist project, cell-based, fluorescence, Fluo-8 calcium dye; parental CHO-K1, ATP-induced calcium, Fluo-8 fluorescence; inhibition, % at 5.6 µM; 0.63% of 330,000 active; AID 463079, 2010;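 active means inhibition above that plate's mean sample inhibition plus 3 SD, cut at about 26% in these data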;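 further: 0% = ATP-challenged DMSO wells and 100% = DMSO wells without ATP; some compounds past the cut are filed as inactive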
#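 Test system: untransfected parental CHO cell line; also added: ATP stimulus; dosing: 5.6 µM, single dose; signal: calcium-sensitive Fluo-8 fluorescence; measure: percent inhibition of ATP-evoked calcium rise, normalized to controls; benchmarks: low control ATP plus DMSO, high control DMSO only; replication: one well per compound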
# * marks the source's active call; other numbers are inactive results; . = not tested or not shown. Hits appear at their usual frequency; any-hit rate near 2.9%.
SMILES,CHRM1 PAM,M1 antag,M4 antag,M1 ag,CHO-K1 Ca antag,M1 ag parental,M4 ag,OXTR potentiator,CHO parental Ca
Oc1ccc(-c2csc(Nc3ncccn3)n2)cc1,7,-5,-10,-4,-6,0.3,2,-7,3
CCOc1ccc(S(=O)(=O)NC2CCCC2)cc1,-2,3,1,-6,-8,0.3,0,-6,-5
Cc1nc2ccc(S(=O)(=O)NCC(=O)NCc3ccc(Cl)cc3)cc2s1,12,-11,0,-2,-14,0.3,2,-7,-22
COc1ccc([N+](=O)[O-])cc1C(=O)NC1CCN(Cc2ccccc2)CC1,11,-13,-3,-9,-8,0.0,0,-1,-13
Cc1cc(C)cc(NC(=O)Nc2ccc(N3CCCCC3)cc2)c1,-1,5,-4,-3,13,0.7,2,-8,-20
O=S1(=O)CCOC[C@H](CC2CCCCC2)N1Cc1ccccc1F,-6,8,5,-7,-16,0.2,-1,-9,-31
COc1ccc(/C=C/C(=O)NCC(=O)N/N=C/c2cccnc2)cc1,2,-6,3,-4,-2,-0.1,2,5,-15
COc1ccc(CCN2CC(C(=O)NCC(c3ccccc3)N(C)C)CC2=O)cc1OC (stereo not drawn),0,5,-3,-4,-1,1.1,1,4,-10
Cc1ccc(-n2c3c(cc(C(=O)NC4CCSC4=O)c2=O)C(=O)CC(C)(C)C3)cc1 (stereo not drawn),5,-12,3,-3,-17,-0.2,0,-4,-4
CSCCC(C(=O)N1CC2(C)CC1CC(C)(C)C2)N1C(=O)c2ccccc2C1=O (stereo not drawn),10,-6,-5,0,7,-0.3,0,-19,-18
O=C(NCC1CCCO1)c1ccc(S(=O)(=O)Nc2ccccc2F)cc1 (stereo not drawn),5,-18,-20,-3,0,13,1,-6,-7
COc1cccc(CN(C)C(=O)c2ccc3c(=O)n4c(nc3c2)CCC4)c1OC,8,-9,-2,-3,1,6.5,3,1,-15
C[C@H]1CN([C@@H](C)CO)C(=O)CCCn2nncc2CO[C@H]1CN(C)C(=O)c1cc(-c2ccccc2)on1,2,-6,-7,-4,0,0.3,1,.,.
O=c1oc2ccccc2c(Nc2ccc(Cl)cc2)c1[N+](=O)[O-],-5,-1,-4,1,-4,12,13,-16,10
Cc1cccc(OCCCCNCc2ccccc2)c1,-11,5,5,-12,-9,12,8,-6,-21
O=C(Nc1ccc(N2CCOCC2)cc1)c1cc(F)c(F)cc1Cl,6,1,5,-7,-7,0.5,1,-5,16
CC1CCCC(C)N1CC(O)COCc1ccccc1 (stereo not drawn),3,-12,1,-11,-10,0.4,0,-4,-10
C[C@H]1CN([C@@H](C)CO)C(=O)c2cc(Br)cnc2O[C@@H]1CN(C)S(C)(=O)=O,12,-9,-9,10,9,-0.6,1,.,.
CCOC(=O)c1[nH]c(COC(=O)c2ccccc2NC(=O)c2ccco2)c(C(=O)OCC)c1C,9,-8,-2,-3,-14,0.7,0,-1,-18
CCOC(=O)C(C)Oc1ccc(=O)n(-c2ccccc2)n1 (stereo not drawn),3,-2,-3,-5,-12,1.8,1,-10,-5

# Arranged by value in CHRM1 PAM (highest first): four of the compounds above
structure | CHRM1 PAM
CCOC(=O)c1[nH]c(COC(=O)c2ccccc2NC(=O)c2ccco2)c(C(=O)OCC)c1C | 9
COc1cccc(CN(C)C(=O)c2ccc3c(=O)n4c(nc3c2)CCC4)c1OC | 8
Oc1ccc(-c2csc(Nc3ncccn3)n2)cc1 | 7
CCOc1ccc(S(=O)(=O)NC2CCCC2)cc1 | -2

# Continuation:
SMILES,CHRM1 PAM,M1 antag,M4 antag,M1 ag,CHO-K1 Ca antag,M1 ag parental,M4 ag,OXTR potentiator,CHO parental Ca
O=C(COC(=O)c1ccc(O)cc1O)NC(=O)Cc1ccccc1,2,4,10,33*,-1,18*,10,.,.
O=c1oc2cc(O)ccc2c2oc3cc(O)ccc3c12,-1,-11,6,2,-4,1.4,1,1,-3
Cc1c(C)n(CCc2c[nH]c3ccccc23)ccc1=O,3,-3,-6,-4,-10,2.2,7,-8,26
COCCC(=O)N1CCC(Oc2ccc(C(=O)NCc3cccc(C)n3)cc2)CC1,11,-8,1,-1,-4,0.1,2,-6,-2
Cc1cc(C)cc(Cn2c3ccc(NC(=O)NCc4ccc(F)cc4)cc3c(=O)n2C)c1,8,-21,0,-3,4,2.1,5,.,.
CCOC(=O)c1[nH]c2ccccc2c1NC(=O)CC,22,-15,-8,6,-5,-0.3,-1,1,-12
COc1ccc(C(=O)NNC2=NC(C)(C)Cc3cc(C)c(C)cc32)cc1,0,4,4,-3,2,0.1,0,-7,-4
N#CCCN(C(=O)COC(=O)C1=NNC(=O)CC1)c1ccccc1,10,-6,0,-2,0,0.9,1,-9,7
Cc1ccc(Nc2nc3nonc3[nH]c2=O)cc1C,-5,-18,6,2,4,4.8,4,-17,16
O=C(Nc1ccc2nc(-c3ccccc3)[nH]c2c1)c1cccs1,-4,0,1,-1,-28,7.8,12,-15,-10
Cc1nc2nc(-c3cccs3)cn2nc1C,2,-9,-6,-4,1,0.4,0,-9,-4
Fc1cc(Cl)c(OCc2noc(-c3ccsc3)n2)c(Cl)c1,-2,4,2,-3,0,0.1,0,0,-17
O=C(NCCCn1ccnc1)c1ccc2c(c1)OCCO2,4,-3,5,-4,-17,0.2,0,-7,-4
CN(C)S(=O)(=O)c1cccc(NC(=O)CSc2ncnc3ccccc23)c1,-12,24,2,1,-4,13,16,-10,29*
CCOc1cc(NC(=O)CCl)c(OCC)cc1NC(=O)CCl,11,-15,6,-4,1,-0.1,1,-4,-15
NC(=O)COC(=O)c1ccc2c(c1)C(=O)N(Cc1ccco1)C2=O,11,-9,-12,-4,-17,2.0,1,6,7
Cc1onc(-c2ccccc2Cl)c1C(=O)Nc1ccccc1C(N)=O,-2,4,-1,-3,6,1.1,5,-19,-3
Cc1nc(C(C)N(C)Cc2c(C(=O)N3CCCCC3)nc3c(C)cccn23)c(C)s1 (stereo not drawn),-1,5,-1,-7,-2,1.7,1,-5,-12
C[N+]1(CC(O)c2ccccc2)CCCCCC1 (stereo not drawn),-9,3,12,-9,-6,0.5,1,-10,-5
O=C(Nc1cccc(Cl)c1)Nc1ccc2c(c1)C(=O)OC2,-1,-4,-6,3,0,5.0,5,-1,-12
Nc1nccc(/C=C/c2c(F)cccc2Cl)n1,3,-7,-8,-8,5,-0.8,-1,-13,-12
COc1cc(NC(=O)CN2CC(c3ccccc3)CC2=O)cc(OC)c1 (stereo not drawn),-1,-3,-8,-1,-6,-0.3,2,2,-8
CCOC(=O)NC(=S)c1ccc[nH]1,6,-3,2,-5,10,-0.3,0,-14,-5
COc1ccccc1C(=O)C1CCCN(C(=O)c2ccccn2)C1 (stereo not drawn),2,-1,1,-1,-12,6.7,2,1,-19
CCCCC(=O)NNC(=S)NC(=O)c1ccc(C)cc1,-2,0,-8,39*,-1,14,9,-8,-1
NS(=O)(=O)c1ccc(NCc2cnc3ccccc3c2)cc1,2,-6,0,6,-5,1.2,2,.,.
CCN1CCN(Cc2ccc(NC(=O)CC3Oc4ccc(C)cc4NC3=O)cc2)CC1 (stereo not drawn),-33,40*,19,-14,6,-0.2,0,-2,-5
Cc1c(CC(=O)NCC(=O)NCC(=O)N[C@@H](Cc2ccccc2)C(=O)O)c(=O)oc2c(C)c(O)ccc12,3,3,-12,-3,-6,-0.2,0,.,.
CC(C)c1ccc(CC(=O)N2CCC2(C)C(=O)Nc2cnc3ccccc3c2)cc1 (stereo not drawn),-3,1,-1,-2,8,6.8,16,.,.
CCn1c(=O)cc(SCC(=O)N2CCN(Cc3ccc4c(c3)OCO4)CC2)c2ccccc21,-16,3,-2,-9,-29,9.3,16,-1,-22
CC(C)OCCCNC(=O)Cn1ncc2c(=O)oc3ccccc3c21,3,-6,-12,-3,-4,0.9,2,-7,-11
C=CCN1C(=O)/C(=C2/Sc3ccc(OC)cc3N2C)SC1=Nc1ccccc1,9,-10,2,1,-9,0.3,1,-6,-5
Cn1c(SCC(=O)NC2CC2)nnc1-c1cccs1,6,8,-1,-3,-4,0.6,0,-2,-2
O=C1NC[C@H](CCCCN2C[C@H](Cc3ccc(O)cc3)N(CCc3ccccc3)C(=O)C2=O)N(CC2CCCCC2)C1=O,.,.,-14,.,-23,0.2,2,.,.
CCOc1cc(C(=S)N2CCOCC2)ccc1OC(=O)c1ccccc1,-6,13,8,-3,-4,1.0,4,-3,-12
CCOC(=O)c1c(C)[nH]c(C)c1S(=O)(=O)N1CCOCC1,12,-13,8,-2,-11,1.1,1,-9,0
O=C(CNC(=O)c1ccc(Br)o1)NCCc1ccc(F)cc1,-8,26,5,-3,-3,1.3,0,-2,12
CCC(=O)OCCNc1cc(SCCC(=O)OC)c2nonc2c1[N+](=O)[O-],3,-8,-6,-6,4,0.4,2,-12,-2
O=C(O)c1cc(/C=C/C(=O)c2cc(F)ccc2O)c2c(c1)COCO2,11,-34,-12,-3,-18,0.0,0,4,-9
CCOC(=O)c1ccc(NC(=O)CC2SC3=NCCN3C2=O)cc1 (stereo not drawn),4,-4,3,-6,0,-0.5,-1,2,-19

# With a hit mark in M1 antag (from the list above):
canonical_smiles | CHRM1 PAM | M1 antag | M4 antag | M4 ag | OXTR potentiator
CCN1CCN(Cc2ccc(NC(=O)CC3Oc4ccc(C)cc4NC3=O)cc2)CC1 (stereo not drawn) | -33 | 40* | 19 | 0 | -2

# Continuation.
SMILES,CHRM1 PAM,M1 antag,M4 antag,M1 ag,CHO-K1 Ca antag,M1 ag parental,M4 ag,OXTR potentiator,CHO parental Ca
CC(=O)N1CCN(C(=S)Nc2ccc(Oc3ccccc3)cc2)CC1,13,-7,-5,-7,11,-0.3,3,-9,-18
COc1cccc(NC(=O)C2C3C=CC4(O3)C2C(=O)N(CCCN2CCCC(C)C2)C4C(=O)NC2CCCCC2C)c1 (stereo not drawn),8,-8,3,-6,-3,0.8,0,-4,-6
O=S(=O)(Nc1cccnc1)c1cccnc1,4,-14,-8,-2,0,0.5,0,.,.
COc1cc(/C=C/C(=O)OCC(=O)Nc2cc(S(=O)(=O)N(C)C)ccc2Cl)ccc1O,0,-19,7,3,-19,6.0,9,-5,-4
COc1ccc(C)cc1NC(=O)CN1CCN(c2ccc(F)cc2)CC1,2,-7,6,-4,-4,0.2,-1,-23,-26
CCN(CC)CCCn1c(C)cc2c(c1=O)C(c1cccc(Cl)c1)C(C#N)=C(N)O2 (stereo not drawn),-19,60*,4,-6,3,0.0,0,.,.
COc1ccc(OC)c(NC(=O)CCn2c(=S)[nH]c3ccccc3c2=O)c1,2,-1,1,1,-6,1.2,1,-1,-5
